High-throughput results: PubChem BioAssay, National Center for Advancing Translational Sciences (NCATS)
SNCA expr inh = inhibitors of alpha-synuclein (SNCA) gene expression. HEK-293 SNCA-luciferase knock-in, luminescence, 24 h. 0.17% of 140,000 active. AID 1671194. Potency, µM (titrated, usually from 57.2 µM), without a hit: at the highest dose activity change, negative = inhibition, usual class: inhibitors;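 further: potency means the concentration at half of the fitted maximal effect; plate controls were DMSO cells for no effect and cell-free wells for full effect; nearly all actives have a fitted effect of over 45% in size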
Luciferase inh = Photinus pyralis luciferase inhibition | P08659 | purified P. pyralis luciferase, luminescence, biochemical | Potency, µM (top dose mostly 115 µM), for inactives: at the top dose activity change, negative = inhibition, most hits filed as inhibitors | 2.5% of 76,000 active | AID 1347043; further: potency means the concentration at half of the fitted maximal effect; nearly all actives have a fitted effect of over 65% in size
Target sequence (P08659 whole entry, looked up): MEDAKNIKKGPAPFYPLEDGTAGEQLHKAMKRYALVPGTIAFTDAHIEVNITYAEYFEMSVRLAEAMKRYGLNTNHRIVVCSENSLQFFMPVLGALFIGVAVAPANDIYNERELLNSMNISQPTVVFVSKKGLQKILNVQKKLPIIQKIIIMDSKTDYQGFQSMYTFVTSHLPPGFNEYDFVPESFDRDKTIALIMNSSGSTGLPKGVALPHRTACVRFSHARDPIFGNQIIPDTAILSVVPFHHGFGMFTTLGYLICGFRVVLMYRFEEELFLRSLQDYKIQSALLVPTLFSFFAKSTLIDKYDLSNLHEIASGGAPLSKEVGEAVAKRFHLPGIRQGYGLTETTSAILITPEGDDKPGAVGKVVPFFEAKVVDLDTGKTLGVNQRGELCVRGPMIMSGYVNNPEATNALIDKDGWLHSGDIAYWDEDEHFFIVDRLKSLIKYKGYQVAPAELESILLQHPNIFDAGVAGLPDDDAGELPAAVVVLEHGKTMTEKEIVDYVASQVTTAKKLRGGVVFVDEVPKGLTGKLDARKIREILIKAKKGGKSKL
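Purified P. pyralis luciferase (10nM final) in 50mM Tris acetate pH 7.5, 10mM Mg acetate, 0.01% Tween-20, 0.05% BSA with 10uM D-luciferin and 10uM ATP. Compounds titrated qHTS. Luminescence imaged on CCD.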
NIH3T3 tox = kills NIH 3T3 cells | NIH 3T3 viability, CellTiter-Glo ATP luminescence, 48-72 h | Potency, µM (top dose mostly 96.7 µM), for inactives: top-dose activity change, negative = cytotoxicity, actives largely listed as inhibitors | 4.3% of 94,000 active; further: potency means the concentration at half of the fitted maximal effect; nearly all actives have a fitted effect of over 55% in size
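ATP-dependent luminescence (CellTiter-Glo) served as the viability signal for NIH 3T3 cells treated with compound for 48 or 72 hr at 37 °C.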
GPT2 inh = blocks human glutamate pyruvate transaminase 2; Recombinant GPT2, coupled pyruvate oxidase/HRP Amplex Red fluorescence; Potency, µM (highest dose often 57.7 µM), for the others: at the highest dose activity change, negative = inhibition, actives largely listed as inhibitors; 0.25% of 100,000 active; AID 1671188; further: potency means the concentration at half of the fitted maximal effect; nearly all actives have a fitted effect of over 60% in size; many of its hits are not listed in these tables
Target sequence (Q8TD30 whole entry, looked up): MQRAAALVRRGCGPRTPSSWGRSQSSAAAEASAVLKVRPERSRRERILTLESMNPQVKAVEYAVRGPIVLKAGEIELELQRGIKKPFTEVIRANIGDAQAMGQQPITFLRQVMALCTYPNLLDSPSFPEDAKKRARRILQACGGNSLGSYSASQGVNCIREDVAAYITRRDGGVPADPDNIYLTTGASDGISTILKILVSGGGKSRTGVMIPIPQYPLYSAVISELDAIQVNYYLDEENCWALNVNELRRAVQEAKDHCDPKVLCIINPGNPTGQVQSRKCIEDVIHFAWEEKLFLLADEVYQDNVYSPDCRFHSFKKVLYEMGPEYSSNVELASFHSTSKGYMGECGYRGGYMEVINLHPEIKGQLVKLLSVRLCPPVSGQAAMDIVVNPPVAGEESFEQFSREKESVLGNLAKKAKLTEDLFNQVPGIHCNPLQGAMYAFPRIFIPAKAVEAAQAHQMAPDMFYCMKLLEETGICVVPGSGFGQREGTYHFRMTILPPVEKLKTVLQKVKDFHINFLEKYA
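Inhibition is scored from Amplex Red fluorescence generated when pyruvate oxidase and HRP act on pyruvate released by GPT2. Reactions contain 10ng/uL enzyme, 250uM a-KG and 2mM L-alanine and run 30 min at room temperature.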
SNCA viab count = counter-screen for SNCA expression inhibitors: cell viability. HEK-293-SNCA-luc viability, GF-AFC fluorescence, 24 h. Potency, µM (top dose mostly 57.1 µM), for inactives: at the highest dose activity change, negative = cytotoxicity, actives largely listed as cytotoxic. 0.12% of 150,000 active. AID 1671193;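 further: potency means the concentration at half of the fitted maximal effect; 0% = DMSO-treated cells and -100% = medium-only wells without cells; nearly all actives have a fitted effect of over 30% in size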
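Cytotoxicity counterscreen: after 24 h compound treatment of genome-edited SNCA-luciferase HEK-293 cells, live-cell protease substrate GF-AFC read by fluorescence after 30 min; activity scaled between DMSO (0%) and medium-only (-100%), curves Hill-fitted.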
IP6K1 inhibitor = inhibitors of human IP6K1; Q92551; IP6K1 kinase, ADP-Glo luminescence, 2 h; hits give low values; activity change, % (series mostly up to about 58 µM); 0.81% of 140,000 active; in the data active means activity change below about -25%
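ADP-Glo luminescence measures ADP made by human IP6K1 during a 2 h RT reaction with ATP/IP6 (mix at 1.3 mM/130 uM); top library doses 57.5 and 19.1 uM final.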
HEK cytotox = kills HEK 293 cells; HEK 293 viability, ATP luminescence (CellTiter-Glo), 48-72 h; Potency, µM (doses to about 115 µM), without a hit: top-dose activity change, negative = cytotoxicity, most hits filed as inhibitors; 6.6% of 94,000 active; AID 1345083; further: potency means the concentration at half of the fitted maximal effect; nearly all actives have a fitted effect of over 60% in size
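qHTS cytotoxicity; HEK 293, 250 cells/well; compound pinned; 48 or 72 hr, 37 degree Celsius, 5% CO2, 95% humidity; CellTiter-Glo, 10 min RT; luminescence (ATP).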
The depositor's hits bear a star; i = inactive; ? = inconclusive; / = not tested or not shown; [ ] = dose if it differs, or a comment. Unless noted, the call rests on the fitted dose curve; in most records, active means well fitted curve in the direction sought with a large enough effect; inconclusive means small, poorly fitted or top-dose-only effect, or another doubt; inactive means no such curve, though single readings can be large; an effect the other way counts as inactive or inconclusive. Unless noted, on the % scale 0 is the no-effect control and ±100 the full control effect.

Short keys: A = SNCA expr inh; B = Luciferase inh; C = NIH3T3 tox; D = GPT2 inh; E = SNCA viab count; F = IP6K1 inhibitor; G = HEK cytotox
[1] Cc1cccc(-c2cn[nH]c2C2CCN(C(=O)c3ccc(C)[nH]c3=O)CC2)c1
  A: -4.8%	B: -0.3%	C: i	D: i	E: 2.3%	F: 3.0	G: -8.2%
[2] O=C(NCC(F)(F)F)c1nc2sccn2c1-c1cccc(C(F)(F)F)c1
  A: -12.3%	B: /	C: ?	D: -4.5%	E: -0.1%	F: 19.6	G: -29.2%
[3] O=C(COc1ccc(F)cc1)NCC(=O)N1CCCCCNC(=O)CC1c1ccccc1 (stereo not drawn)
  A: 32.9%	B: 6.3%	C: -7.2%	D: i	E: 0.4%	F: -7.1	G: 2.7%
[4] COc1ccccc1CN1CCc2nc(C3CC3)nc(-c3ccc(O)cc3)c2CC1
  A: -12.1%	B: -7.6%	C: ?	D: ?	E: -0.8%	F: -0.5	G: 44.7µM*
[5] CCN1CCN(C(=O)c2cc(-c3ccc(C)cc3)cn2CC)CC1
  A: -8.8%	B: 3.7%	C: ?	D: i	E: 0.3%	F: -0.6	G: ?
[6] Cc1ccc(C)c(NC(=O)CSc2ncc3c(n2)-c2ccccc2N(Cc2ccccc2C)S3(=O)=O)c1
  A: 19.3%	B: /	C: /	D: /	E: 7.5%	F: 11.9	G: /
[7] CN1C(=O)C2(CCN(C(=O)c3ccccn3)C2)c2ccccc21 (stereo not drawn)
  A: -4.1%[87.6 µM]	B: -6.9%[172 µM]	C: -1.6%[138 µM]	D: -29.5%[88.5 µM]	E: 12.2%[87.6 µM]	F: 4.4	G: -15.7%[172 µM]
[8] Cc1cnc(-c2ccccc2)n1CCNS(=O)(=O)c1ccccc1
  A: ?	B: 0.9%	C: -7.7%	D: 4.5%	E: -10.4%	F: 15.4	G: 3.4%
[9] Cc1cccc(-c2noc(CNC(=O)c3ccco3)n2)c1
  A: 34.2%[activator]	B: /	C: /	D: /	E: -4.8%	F: -9.4	G: /
[10] Cc1cccc(C(c2sc3nc(-c4ccco4)nn3c2O)N2CCN(Cc3ccccc3)CC2)c1 (stereo not drawn)
  A: 2.0%	B: /	C: /	D: /	E: -4.1%	F: 47.6	G: /
[11] CN(C)c1ccc(CNC(=O)Cn2c(=O)oc3cc(S(=O)(=O)N4CCCCCC4)ccc32)cc1
  A: -7.9%	B: /	C: /	D: /	E: -4.0%	F: 4.1	G: /
[12] CSc1cccc(NC(=O)Cn2cccc2-c2nc(-c3ccc4c(c3)OCO4)no2)c1
  A: 0.3%	B: -7.2%	C: i	D: i	E: 6.5%	F: 13.7	G: 5.5%
[13] COc1ccccc1NC(=O)Cn1c(=O)n(-c2ccc(C)cc2)c(=O)c2ccc(C(=O)NCc3ccco3)cc21
  A: -20.2%	B: /	C: /	D: /	E: -10.7%	F: -13.9	G: /
[14] COc1cccc([S+](=O)([O-])N2CCc3nc(C(C)C)nc(-c4ccc(Cl)cc4)c3CC2)c1
  A: 2.1%	B: /	C: 1.5%	D: -4.6%	E: 4.0%	F: 2.3	G: -15.4%
[15] Cc1ccc(C)c(CN2C(=O)c3ccccc3S(=O)c3ccc(C(=O)NCCC4=CCCCC4)cc32)c1 (stereo not drawn)
  A: -12.7%	B: /	C: /	D: /	E: 7.1%	F: 14.6	G: /
[16] Cc1ccc2nc(-c3ccc(Cl)c(NC(=O)COc4ccc(C(C)C)cc4)c3)oc2c1
  A: 266.2%[activator]	B: /	C: /	D: /	E: -6.1%	F: -13.0	G: /
[17] CN1CCc2c(sc3c2C(=O)NC(c2ccc(C(C)(C)C)cc2)N3)C1 (stereo not drawn)
  A: -19.9%	B: /	C: /	D: /	E: -22.4%	F: -5.0	G: /
[18] O=C(CSc1ccncc1)N1CCCC(O)(CN2CCCC2)C1 (stereo not drawn)
  A: -7.3%	B: ?	C: 2.0%	D: -22.8%	E: -7.0%	F: -4.1	G: ?
[19] COC1C(=O)N(CC2CC2)C12CCN(C(=O)NCc1ccccc1)CC2 (stereo not drawn)
  A: 17.1%	B: /	C: -0.7%	D: -1.3%	E: 4.2%	F: -2.3	G: 2.4%
[20] Cc1noc([C@@H]2CC(F)(F)CN2C(=O)c2ccco2)n1
  A: -3.6%	B: -1.5%	C: 4.3%	D: i	E: 4.4%	F: 6.1	G: i
[21] COc1ccc(N2CCN(S(=O)(=O)c3ccc(-c4coc(C)n4)cc3)CC2)cc1
  A: -4.4%	B: /	C: /	D: /	E: -4.4%	F: -10.1	G: /
[22] NCC(CNc1nc(Nc2cccc(NC(=O)N3CCCC3)c2)ncc1I)C(=O)c1cccs1 (stereo not drawn)
  A: /	B: /	C: /	D: i	E: ?	F: -20.5	G: /
[23] CC(=O)c1cccc(NC(=O)O[C@@H]2CO[C@H]3[C@@H]2OC[C@@H]3Nc2nccc(C3CCCC3)n2)c1
  A: -8.0%	B: -17.5%	C: -28.6%	D: -1.9%	E: 5.5%	F: -10.2	G: ?
[24] COCCNC(=O)[C@H]1C[C@H](Oc2ccccc2)CN1C(=O)NCc1ccc(C)cc1
  A: 6.3%	B: 0.0%	C: -4.8%	D: -5.6%	E: -0.8%	F: 4.7	G: i
[25] CN(Cc1ccccc1C(F)(F)F)CC1CC1
  A: ?	B: 2.2%[172 µM]	C: -10.6%[138 µM]	D: -7.8%[88.5 µM]	E: -10.9%[87.6 µM]	F: -5.4	G: -14.1%[172 µM]
[26] CC1(C(=O)N2CCC(c3ccccc3)CC2)CCOCC1
  A: ?	B: /	C: -2.7%[138 µM]	D: 4.8%[88.5 µM]	E: -5.1%[87.6 µM]	F: -7.6	G: -8.8%[172 µM]
[27] N#Cc1cccc(-c2c(C(=O)NCc3cccc(C(F)(F)F)c3)nc3sccn23)c1
  A: ?	B: /	C: ?	D: 1.1%	E: -24.3%	F: 9.1	G: 35.5µM*
[28] COCCCNC(=O)CN1CC2CC(C1)[C@H]1CCCC(=O)N1C2 (stereo partly drawn)
  A: 6.1%	B: 2.6%	C: 0.1%	D: i	E: 7.7%	F: 11.9	G: 18.2%
[29] CN1c2cc(C(=O)Nc3ccc(F)cc3)ccc2C(=O)N2CCCCCC21 (stereo not drawn)
  A: 208.4%[activator]	B: 25.1µM*	C: ?	D: i	E: 18.8%[12.5 µM]	F: -3.3	G: ?
[30] O=C(NCCC1=CCCCC1)[C@H]1CN(Cc2ccccc2)C[C@H]1C(=O)O
  A: 12.6%	B: /	C: 0.5%	D: 1.1%	E: 13.1%	F: -0.9	G: i
[31] O=C(CC1CCCC1)N1CCC2(CC1)C(=O)N(c1cccc(F)c1)C2c1ccccc1 (stereo not drawn)
  A: -24.5%	B: /	C: ?	D: 0.8%	E: -2.1%	F: 8.3	G: ?
[32] Cc1ccc(NC(=O)CN2C(=O)COc3ccc(S(=O)(=O)N4CCCCC4)cc32)cc1Cl
  A: -26.4%	B: /	C: /	D: /	E: -19.9%	F: -5.4	G: /
[33] COc1ccc2oc(-c3cccc(NC(=O)c4ccc(C#N)cc4F)c3)nc2c1
  A: 55.4%[activator]	B: /	C: /	D: /	E: 3.3%	F: 0.1	G: /
[34] COc1ccccc1N1CCN(c2ncnc3c2nc2n3CCCC2)CC1
  A: 13.6%	B: /	C: /	D: /	E: -3.2%	F: -6.8	G: /
[35] O=C(C[C@@H]1CCNC[C@@H]1Cc1cc(CN2CCOCC2)on1)NCCN1CCOCC1
  A: -9.9%	B: 2.4%	C: -3.8%	D: -13.0%	E: 0.8%	F: -13.4	G: -3.0%
[36] CCn1c(=O)cc(SCC(=O)Nc2cc(Cl)ccc2OC)c2ccccc21
  A: -22.0%	B: /	C: /	D: /	E: 0.6%	F: -6.4	G: /
[37] Cc1cc2nc3n(c(=O)c2n1CC(=O)Nc1ccc(F)cc1F)CCC3
  A: ?	B: -4.1%	C: -20.4%	D: i	E: -1.0%	F: -19.4	G: -16.4%
[38] O=C(Nc1ccc(F)cc1F)c1ccc(-n2cnnc2)cc1
  A: 4.1%	B: /	C: /	D: /	E: 2.2%	F: 14.0	G: /
[39] NS(=O)(=O)CCCC(=O)N1C[C@@H](C(=O)O)[C@H](c2cccc(F)c2)C1
  A: 10.8%	B: 0.0%	C: -7.8%	D: i	E: 6.4%	F: -6.0	G: 2.5%
[40] O=C(CCn1cnnn1)N1CCC(N2C(=O)C3(CCCC3)C2c2ccccc2)CC1 (stereo not drawn)
  A: -15.9%	B: 3.0%	C: ?	D: i	E: 6.0%[12.5 µM]	F: -0.2	G: i
[41] O=C(C[C@@H]1O[C@H](CNS(=O)(=O)c2ccccc2)[C@@H](O)[C@H]1O)NCCN1CCOCC1
  A: -0.2%	B: -11.8%	C: -22.5%	D: i	E: 6.6%	F: -6.7	G: -8.7%
[42] Cc1cccc(-c2noc(CSc3nc(-c4ccc(F)cc4)cc(=O)[nH]3)n2)c1
  A: -12.8%	B: /	C: /	D: /	E: 4.5%	F: 2.8	G: /
[43] Cc1ccc(NC(=O)Nc2ccc3snnc3c2)cc1C
  A: -6.0%	B: /	C: /	D: /	E: -16.2%	F: 19.3	G: /
[44] CSCCCN1CCC2(CCN(Cc3cccc(O)c3)CC2)C(CO)C1 (stereo not drawn)
  A: ?	B: 1.1%	C: ?	D: -1.5%	E: 12.3%	F: 1.7	G: ?
[45] CC[C@@]1(C(=O)O)C[C@H](C(=O)N(C)CCN(C)C)[C@H](c2ccc(OC)cc2)N1C
  A: 9.1%	B: -3.2%	C: 0.8%	D: 1.0%	E: -2.4%	F: -3.9	G: i
[46] COc1ccc(NC(=O)Cn2c(=O)n(Cc3ccco3)c(=O)c3oc4ccccc4c32)cc1Cl
  A: -12.2%	B: /	C: /	D: /	E: -24.9%	F: 13.2	G: /
[47] CCCC1c2nccn2CCCN1C(=O)c1occc1C (stereo not drawn)
  A: 0.8%	B: -11.2%	C: -5.7%	D: i	E: 3.8%	F: 0.5	G: -25.3%
[48] COc1ccc(CNC(=O)Cc2c(C)c3cc4c(C)coc4cc3oc2=O)cc1
  A: 29.1%	B: /	C: /	D: /	E: 2.3%	F: -9.9	G: /
[49] Cc1nn(C)c(C)c1CCC(=O)NCCc1ncc(C)n1Cc1ccc(F)cc1
  A: ?	B: -2.8%	C: -25.8%	D: -12.6%	E: -2.3%	F: 0.0	G: ?

Rewritten with one line to a screen: part of the list above
33	COc1ccc2oc(-c3cccc(NC(=O)c4ccc(C#N)cc4F)c3)nc2c1
34	COc1ccccc1N1CCN(c2ncnc3c2nc2n3CCCC2)CC1
35	O=C(C[C@@H]1CCNC[C@@H]1Cc1cc(CN2CCOCC2)on1)NCCN1CCOCC1
36	CCn1c(=O)cc(SCC(=O)Nc2cc(Cl)ccc2OC)c2ccccc21
screen / no. | 33 | 34 | 35 | 36
SNCA expr inh | 55.4%[activator] | 13.6% | -9.9% | -22.0%
Luciferase inh | / | / | 2.4% | /
NIH3T3 tox | / | / | -3.8% | /
GPT2 inh | / | / | -13.0% | /
SNCA viab count | 3.3% | -3.2% | 0.8% | 0.6%
IP6K1 inhibitor | 0.1 | -6.8 | -13.4 | -6.4
HEK cytotox | / | / | -3.0% | /

Not all compounds are listed. The share of hits here may be higher or lower than overall.
